Screening data (PubChem BioAssay)
NPYLR7 ag = mosquito NPYLR7 agonism; HEK293T NPYLR7/Galpha15, GCaMP6s calcium fluorescence; activation, % at 10 µM; actives 0.15% (n = 270,000); in the data active = activation above about 40%;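 note: 0% = vehicle and 100% = reference agonist at the receptor; some compounds past the cut are filed as inactive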
hcGAS lum = inhibitors of human cGAS. Q8N884. AID 1259398. actives 0.081% (n = 290,000). recombinant h-cGAS, ATP depletion, Kinase-Glo luminescence. inhibition, % at 12.5 µM;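 note: 0% = vehicle reaction and 100% = reaction without DNA for no activity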
Target sequence (Q8N884 whole entry, looked up): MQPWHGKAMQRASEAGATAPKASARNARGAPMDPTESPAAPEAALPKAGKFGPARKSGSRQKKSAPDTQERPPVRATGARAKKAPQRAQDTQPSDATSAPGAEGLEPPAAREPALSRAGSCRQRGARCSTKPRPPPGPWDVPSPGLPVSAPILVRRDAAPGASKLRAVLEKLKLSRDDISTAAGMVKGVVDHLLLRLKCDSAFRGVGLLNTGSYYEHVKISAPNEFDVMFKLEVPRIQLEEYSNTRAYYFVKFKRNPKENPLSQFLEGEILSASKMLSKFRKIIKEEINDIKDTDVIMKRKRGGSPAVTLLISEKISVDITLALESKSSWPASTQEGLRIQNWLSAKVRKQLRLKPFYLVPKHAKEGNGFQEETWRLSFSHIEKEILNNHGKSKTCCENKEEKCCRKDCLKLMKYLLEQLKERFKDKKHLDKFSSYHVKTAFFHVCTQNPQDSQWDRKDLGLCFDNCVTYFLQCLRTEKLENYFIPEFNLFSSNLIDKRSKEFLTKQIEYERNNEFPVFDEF
mcGAS lum = blocks mouse cGAS activity; Q8C6L5; recombinant cGAS, Kinase-Glo ATP depletion luminescence; inhibition, % at 12.5 µM; actives 0.15% (n = 160,000); AID 1259399;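 note: 0% = negative control wells and 100% = reference inhibitor with no enzyme activity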
* = called active by the depositor; . = not tested or not shown; & = joins results of further samples. Cut-off read from the data, not from the text of the source, unless noted: active = inhibition above about 40%; inactive = the rest. Rows were taken by chance; overall some 0.29% were active at least once.

entry	mol	NPYLR7 ag	hcGAS lum	mcGAS lum
1	CCc1ccc(-n2c(C(CC)N(CCc3ccc(OC)c(OC)c3)C(=O)COc3ccc(Cl)cc3)nc3ccccc3c2=O)cc1 (stereo not given)	.	-5	-4
2	Cc1cc(COc2ccccc2)oc1C(=O)N1CCC2(CCCO2)CC1	11	-9	.
3	CCc1nc2c(OCc3ccc(Cl)cc3)cccn2c1N(C)C(=O)c1ccco1	7	-6	-5
4	COC(=O)c1c(O)nc2sccn2c1=O	-3	-4	.
5	COc1ccnc(N2CCC(c3n[nH]c(=O)n3Cc3ccccc3)CC2)n1	7	-5	-13
6	O=C(Nc1cn[nH]c1-c1nc2ccc(CN3CCOCC3)cc2[nH]1)NC1CC1	-2	-8	-9
7	C=CC[C@@H]1CC=C[C@@H](C)N1CC(=O)Nc1ccc(N(C)C(C)=O)cc1	2	0	-1
8	CCc1ccc(C2NC(=O)N(C)C(C)=C2C(=O)OC)cc1 (stereo not given)	3	-7	.
9	CCN(CC)CCCNC(=O)c1sc2nc(-c3ccccc3)cn2c1C	5	-1	-8
10	Cn1nccc1C(=O)N1CC(=O)Nc2ccccc21	.	-3	-10
11	CC(NC(=O)C1CCC(C(=O)NC(C)c2ccccc2)CC1)c1ccccc1 (stereo not given)	2	-2	-9
12	COc1ccc(-n2c(SCCCCC(=O)N3CCN(C(=O)CC(C)CC(C)(C)C)C(C)C3)nnc2-c2ccco2)cc1 (stereo not given)	8	-6	-5
13	CCOC(=O)C1=C(C)NC2=C(C(=O)CCC2)C1c1cccc(OC)c1 (stereo not given)	-4	-4	-7
14	C#CCOCC(O)CN(Cc1ccc(F)cc1)Cc1ccc2c(c1)OCO2 (stereo not given)	9	-4	77*
15	CCOC(=O)Cn1c(=O)c2c(nc3n2CC(C)CN3c2ccc(C)cc2)n(C)c1=O (stereo not given)	13	-1	-7
16	O=C(Cn1nc(-c2ccc(F)cc2)c2sc(N3CCCC3)nc2c1=O)Nc1ccccc1F	-4	-3	-2
17	O=C(CCCl)N1CCCC1c1nc2cc(-c3ccccc3)ccc2o1 (stereo not given)	.	-3	29
18	Cc1noc(C)c1CN(C)Cc1cc(=O)n2cc(Cl)ccc2n1	6	-6	.
19	Cn1cc(C(=O)Nc2cccc(-c3ccc4c(c3)CCO4)n2)ccc1=O	-6	4	.
20	CCOC(=O)c1ccc(NC(=O)CSc2nccn3nc(-c4ccc(CC)cc4)cc23)cc1	-4	-8	-7
21	Cc1ccccc1-c1nc(S(=O)(=O)c2ccc(Cl)cc2)c(NCc2cccnc2)o1	3	-1	1
22	COc1cccc(/C=C2\SC(=S)NC2=O)c1O	4	18	37
23	CC1(C(=O)Nc2cccc3cccnc23)CCN1C(=O)Cc1cc(F)ccc1F (stereo not given)	11	-9	-4
24	Cc1ccc(C(=O)NCCn2nc(-c3ccco3)ccc2=O)cc1	1	-4	-7
25	CC(NCc1ccc(C#N)cc1)c1ccc(N2CCN(C)CC2)cc1 (stereo not given)	-3	-4	.
26	Cc1cc(OCCCn2cnc3ccccc3c2=O)c(C)cc1Br	-7	0	.
27	COCCNC(=O)C(NC(=O)CC(C)C)C1CCN(S(=O)(=O)c2ccc(Cl)cc2)CC1 (stereo not given)	13	-5	-6
28	CC(NC(=S)NC1C2CCCC1CN(C1CC1)C2)c1ccccc1 (stereo not given)	-2	-8	-17
29	CCOC(=O)c1nn(-c2ccc(C)cc2)c(=O)c2c(NC(C)=O)scc12	4	-7	-7
30	CCOc1ccc(-c2nc(Cn3ccn4nc(-c5ccc(C)c(C)c5)cc4c3=O)c(C)o2)cc1OC	-2	-3	-10
31	CCN1CC(Cn2ccnc2-c2sc(N3CCCC3)nc2Cl)CC1=O (stereo not given)	20	-6	.
32	Cc1ccc(NC(=O)NCC(=O)Nc2ccc(F)cc2)cc1C	11	1	.
33	COCCN1C(=O)C(=Cc2c(N3CCOCC3)nc3c(C)cccn3c2=O)SC1=S	13	-6	.
34	CC1=C(C(=O)OCC2CCCO2)C(c2ccc(Cl)cc2)NC(=O)N1 (stereo not given)	-1	-2	-7
35	Cc1cccn2c(=O)c3cc(C#N)c(=NC(=O)c4ccco4)n(C(C)C)c3nc12	-2	-8	-3
36	CCc1cc(CN(C)Cc2ccc(-n3ccnc3)cc2)on1	19	-1	.
37	CN(Cc1ccccc1)c1cc(C(C)(C)C)nc(SCc2cccc(C(=O)NCC3CCCO3)c2)n1 (stereo not given)	-4	0	-3
38	Cc1ccccc1N1CCN(C(=O)c2cc(-c3ccc(Cl)cc3)n(-c3ccccc3F)c2C)CC1	-1	-9	-5
39	c1csc(-c2noc(CN3CCCCC3CCn3cccn3)n2)c1 (stereo not given)	-2	2	-2
40	CC(NC(=O)C1CCN(c2nc3cccnc3s2)CC1)C12CC3CC(CC(C3)C1)C2 (stereo not given)	.	-13	-6
41	Cc1nc(-n2nc(-c3ccco3)cc2NC(=O)CC(C)C)[nH]c(=O)c1C	-5	1	.
42	N#Cc1ccc(COC(CN2CCN(C(=O)c3c(F)cccc3F)CC2)c2cccc(N3CCCC3)c2)cc1 (stereo not given)	5	-1	2
43	COc1cccc(OC)c1C(=O)N(Cc1ccc(OS(C)(=O)=O)cc1)Cc1ccco1	25	-2	-5
44	COc1nc(-c2ccc(C(F)(F)F)cc2)n(-c2ccc(NC(=O)c3ccc(-c4ccccc4)cc3)cc2)n1	-1	-8	-6
45	CN1CCCC2(CCN(C(=O)c3ccc(-c4ccccc4)[nH]3)C2)C1=O (stereo not given)	3	-13	.
46	COCCNC(=O)c1ccc(OC2CCN(Cc3cccc4c3OCO4)CC2)c(Cl)c1	6	-6	.
47	COC(=O)c1ccc(C(=O)NCC2(c3ccccc3OC)CCOCC2)cc1	-1	-10	.
48	Cc1ccc2nc(SCC(=O)NCCC(C)C)n(C)c(=O)c2c1	0	-1	.
49	Cc1ccccc1OCc1ccc(-c2nc(C#N)c(N(C)C)o2)o1	0	-3	-7
50	Cc1nn(CC(=O)Nc2sc3c(c2C(N)=O)CCC(C)C3)c(C)c1[N+](=O)[O-] (stereo not given)	-1	-3	.
51	Cc1c(Cl)cccc1NC(=S)N1CCC(O)CC1	-1	-6	.
52	c1coc(C2Nc3ccccc3-c3nc4ccccc4n32)c1 (stereo not given)	0	-8	.
53	Cc1ccc(C(=O)N(Cc2ccco2)Cc2nccn2Cc2c(C)cc(C)cc2C)cc1	-2	-1	-5
54	O=C(NCCc1ccncc1)c1ccc(SC(F)(F)F)cc1	-6	-1	-4
55	COCCNC(=O)C1(C)CCCN(Cc2c3ccccc3nn2C)C1 (stereo not given)	1	-17	.
56	CC(C)CN=C1SCC(c2cccc(Cl)c2)=NN1C	11	-4	.
57	Cc1ccc(C(=O)Oc2cc(Cl)nnc2-c2ccccc2)cc1	2	8	.
58	CC(=O)Nc1ccc(S(=O)(=O)Oc2ccc(Cl)cc2CN(C(=O)NC(C)(C)C)C2CC2)cc1	.	-6	-4
59	CNC(=S)N1c2ccccc2CC1C (stereo not given)	-1	3	.
60	CSc1ncc(C(=O)NCc2cc(C)cc3c(C)c(C)[nH]c23)cn1	.	-5	-13

Next section:
entry	mol	NPYLR7 ag	hcGAS lum	mcGAS lum
61	COc1ccc(C(=O)N2CCCC2)c(OC2CCN(C(=O)CSC)CC2)c1	4	-7	.
62	CCc1[nH]n(-c2cccc(C)c2C)c(=O)c1C1=C([n+]2cccc(C)c2)C(=O)N(C2CCCCC2)C1=O	2	-2	-8
63	CC(C)C(=O)N1CC(=O)N2CC(C)c3ccccc3C2C1 (stereo not given)	-3	-9	-10
64	COC(=O)c1c(NC(=O)CC2SC(N)=NC2=O)sc2c1CCC(C(C)(C)C)C2 (stereo not given)	-9	-7	.
65	CC1CC(C)CN(C(=O)CN2C(=O)NC3(CCCCCC3)C2=O)C1 (stereo not given)	10	-6	.
66	COC(=O)c1ccc(CN(CCN2CCOCC2)Cc2ccc(C)s2)o1	-2	-7	.
67	CCc1ncc(C(=O)NCCC(=O)Nc2ccc(C)cc2C)cn1	-5	-7	.
68	Cc1noc(C)c1CCC(=O)NC1CC(=O)N(Cc2cccc(F)c2)C1 (stereo not given)	2	1	.
69	CC1CCC(C(C)C)C(OCC(O)CN2CC(C)OC(C)C2)C1 (stereo not given)	0	-2	-5
70	COc1ccc(S(=O)(=O)Oc2cc(CN(C(=O)c3ccccc3Cl)C3CC3)ccc2OC)cc1	-2	-8	-3
71	COc1ccc(Oc2ccc(C(F)(F)F)cn2)cc1CN1CCCC1	6	1	1
72	O=C(NCc1ccc(F)cc1)c1cc2n(n1)CCN(Cc1ccccc1C(F)(F)F)C2=O	19	-3	-5
73	Cc1nnc2c3c4c(sc3nc(C)n12)CCC4	1	1	.
74	C=C(C)CN(CC)C(=O)c1ccc(-c2ccc(OC)c(OC)c2OC)s1	-4	-8	-8
75	Cc1cc(Oc2cc(N3CCN(C(=O)Cc4ccccc4)C(C)C3)ncn2)ccc1Cl (stereo not given)	8	-10	-4
76	COc1ccc(CCOc2nc(-c3ccc(Cl)c(Cl)c3)n(-c3ccc(NC(=O)c4cccs4)cc3)n2)cc1	4	-3	-6
77	COC(=O)Cc1cc(=O)n(-c2ccccc2)[nH]1	17	-6	.
78	O=c1[nH]nc(CCCO)n1C1CCCC1	.	-8	-12
79	N#CC(C#N)=NNc1ccc2c(c1)OCO2	7	-3	-3
80	O=C(N[C@@H]1CCCCC1NC(=O)C1CCCN(C(=O)c2cccs2)C1)c1ccc(F)cc1 (stereo not given in full)	-1	-5	-5
81	Cc1csc(CNC(=O)c2cn(-c3ccc(Br)cc3)cn2)n1	2	-1	-9
82	COC(=O)CSc1nc(N)c(C#N)c(-c2ccc(O)cc2)c1C#N	-4	-3	.
83	CCN(CC1CCCN(CCc2cccc(F)c2)C1)C(=O)c1ccncc1 (stereo not given)	6	-6	.
84	N#Cc1ccc(C2CC(c3ccc(Br)cc3)=Nc3nc(C(F)(F)F)nn32)cc1 (stereo not given)	4	5	.
85	CN1CC2(CCCN(C(=O)C3(c4ccc(Cl)cc4)CCC3)CC2)OC1=O (stereo not given)	7	-6	.
86	CN1C(=O)/C(=C2\SC(=S)N(NC(=O)c3cccnc3)C2=O)c2ccccc21	-3	3	-4
87	Cc1ccc(NC(=O)C2CCCCC2C(F)(F)F)nc1 (stereo not given)	7	-16	.
88	Cc1ccccc1C1c2ccsc2CCN1C(=O)CN(C(C)C)S(=O)(=O)c1ccc([N+](=O)[O-])cc1 (stereo not given)	1	-2	-5
89	CC1CCC(NC(=O)N(CCCl)N=O)CC1 (stereo not given)	-18	-4	.
90	CCCCCOc1ccc(C(=O)NCCNc2cccc3ccccc23)cc1OCCCCC	-11	-8	-3
91	CC(CO)(CO)N=Cc1c(O)n(-c2ccc(Cl)cc2)c(=O)[nH]c1=O	-7	-2	-4
92	COc1ccc(CCNC(=O)N2CCC(n3cc(CN)nn3)CC2)cc1	6	-1	-15
93	Fc1ccc(-c2nc3ccc(Br)cn3c2NC2CCCCC2)cc1	-7&0	-9&-2	-9&-2
94	O=C(Nc1ccc(C2SCC(=O)N2c2ccccc2F)cc1)c1ccc(Cl)cc1 (stereo not given)	10	-3	-8
95	CC1=C(C(=O)OCCc2ccccc2)C(c2ccccc2[N+](=O)[O-])NC(=O)N1C (stereo not given)	-1	-2	-6
96	Cc1nn(C)cc1CN1CCCN(CC2CC2)C(C(C)C)C1 (stereo not given)	.	-18	-7
97	COc1ccc(NC(=O)c2c(C)c3c(n2Cc2ccc(F)c(F)c2)CCCC3)cc1OC	4	6	-2
98	COc1ccc(/C=C2\C(=O)c3ccccc3S2(=O)=O)cc1	1	1	.
99	CCN(Cc1ccncc1)C(=O)C1CCC(=O)N(Cc2ccc(Cl)cc2)C1 (stereo not given)	21	-11	.
100	O=C(Cn1cncn1)N1CCc2c(cc(-c3ccccc3F)c(=O)n2Cc2ccncc2)C1	24	-14	-8
101	O=C(CN1CCN(CC(F)(F)F)CC1)Nc1c(F)cccc1F	-3	-3	.
102	Cn1c(=O)[nH]c(=O)c2c1nc(Br)n2Cc1ccccc1Cl	1	-2	-5
